Bioassay records as filed in PubChem.
ERK EGF block: inhibitors of EGF-stimulated ERK signaling pathway | HEK293-V1b, EGF-stimulated phospho-ERK AlphaScreen | Potency, µM (top dose mostly 11.5 µM), for inactives: top-dose activity change, negative = inhibition, usual class: inhibitors | hit rate 0.41% among 130,000; active = well fitted inhibition curve with a large enough effect; inconclusive = small, poorly fitted or top-dose-only effect, or effect the other way;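 also: plate controls were stimulated vehicle wells for no effect and unstimulated vehicle basal for full effect; nearly all actives have a fitted effect of over 55% in size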
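Compounds are titrated over HEK293-V1b cells kept overnight in 1% FBS. After 30 min at 37C, EGF (25 nM final) triggers ERK phosphorylation for 5 min, measured by AlphaScreen in lysates.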
Active calls of the source: *; ? = inconclusive; [ ] = another dose, or the depositor's remark. Potency is read from the fitted curve at half-maximal effect. The list is partial, so the mix of outcomes need not match the whole.

SMILES	ERK EGF block
CCCCn1c(/C=N/Nc2nc3ccccc3[nH]2)nc2ccccc21	-9.8%
Cc1nn(Cc2c(F)cccc2Cl)c(C)c1[N+](=O)[O-]	-4.5%
OCCC1CN(Cc2ccn[nH]2)CCN1Cc1ccc(F)c(F)c1 (configuration not stated)	-22.3%
Nc1ncnc(NNC(=O)CNC(=O)c2c(F)cccc2Cl)c1[N+](=O)[O-]	-3.1%
CCN(CC)C(=O)Cc1cn(C)c2ccccc12	0.9%
Cc1ccccc1NC(=O)COC(=O)/C=C/c1cn(-c2ccccc2)nc1-c1cccnc1	6.2%
Cc1c(CN2CCc3c([nH]c4ccccc34)C2CC(C)C)cnn1C (configuration not stated)	-1.2%
Cc1ccccc1CSc1nc2[nH]ncc2c(=O)[nH]1	4.2%
COc1ccc(N(CN2C(=O)C3CCCCC3C2=O)C(=O)c2ccco2)cc1 (configuration not stated)	-20.4%[57.5 µM]
COc1ccc(N2CCN(C(CNC(=O)OCc3ccccc3)c3ccco3)CC2)cc1 (configuration not stated)	9.3%
COc1ccc2cc(Br)ccc2c1CC(=O)NC(C)C	6.9%
O=C(Cc1cccs1)NCc1cccc(CNC(=O)Cc2cccs2)c1	-5.1%
CC1CN(S(=O)(=O)c2cccc(C(=O)NN3CCN(C)CC3)c2)CC(C)O1 (configuration not stated)	12.2%
C=C(C)CNC(=S)/N=c1\scc(C)n1CC	4.5%
COc1cc(C(=O)NC(CCSC)C(=O)OCc2cc([N+](=O)[O-])cc3c2OCOC3)cc(OC)c1OC (configuration not stated)	12.8%
COc1cc(C2Nc3cccc4cccc(c34)N2)cc(OC)c1O	1.8%
O=C(CN1CCN(c2ccc(F)cc2)CC1)NCc1cccs1	6.4%
O=C(NC(=S)Nc1ccc(S(=O)(=O)N2CCCC2)cc1)C1CCC1	5.3%
Cc1csc2c(N3CCN(C(=O)Nc4ccccc4)CC3)ncnc12	?
O=C(O)c1cc([N+](=O)[O-])ccc1NCCc1ccccc1	5.4%[57.5 µM]
N/C(=N/OCc1cccc([N+](=O)[O-])c1)c1nonc1N	2.0%
CCn1c(=O)c2cc(C(=O)N(C)c3ccc(OC)cc3OC)sc2c2ccccc21	7.2%[57.5 µM]
CNC(=S)N1CCc2cc(OC)c(OC)cc2C1	4.7%[57.5 µM]
CC(=O)NC(NC(C)=O)c1ccc(N(C)C)cc1	5.3%
COc1ccc(CN(CC2CCCO2)C(=O)CN2C(=O)C(C)Oc3ccc(C)cc32)cc1OC (configuration not stated)	-2.8%
O=C(NCCCCCCNC(=O)c1cncc(O)c1)c1cncc(O)c1	-6.2%[57.5 µM]
C=CCn1c(C)cc(C(=O)CSc2nc(N)cc(N)n2)c1C	2.8%
O=C(Cc1c(F)cccc1Cl)NC1=NCCS1	3.5%
O=C(Nc1ccccc1)Nc1nc(-c2ccccc2)cs1	2.3%[57.5 µM]
CCOc1ccccc1NC(=O)C1CCN(C(=O)NCc2ccccc2)CC1	-6.8%
CSCc1ccc(C(=O)Nc2cc(C)cc(C)c2)cc1	-3.6%
CCOC(=O)c1c(-c2ccccc2)oc2ccc(OC(C)C(=O)O)cc12 (configuration not stated)	-6.5%[57.5 µM]
CCOC(=O)C1=C(CC)OC(N)=C(C#N)C1c1ccc(OC)c(OC)c1OC (configuration not stated)	-3.0%[57.5 µM]
CCC(=O)c1ccc(Oc2ccc(C(=O)c3ccc(C)cc3)cc2[N+](=O)[O-])cc1	?
O=Cc1cccn1-c1cccc([N+](=O)[O-])c1	5.1%
CCC(NC(=O)NNC(=O)c1ccncc1)(C(F)(F)F)C(F)(F)F	-23.8%[57.5 µM]
Cc1cc(Nc2ccccc2)c2c([N+](=O)[O-])ccc(C)c2n1	7.1%
CN(C(=O)c1ccc(OC2CCN(CCc3ccccc3)CC2)cc1)C1CCCCC1	4.0%
CCC(=O)Nc1cccc(-n2nnnc2SCC(=O)N2CCCCC2)c1	-1.9%
N=c1n(Cc2ccccc2)c2ccccc2n1CC(O)COc1ccc(Cl)cc1Cl (configuration not stated)	2.9%
CCOC(=O)N1CCC(N(CCN(C)C)C(=S)Nc2ccccc2OC)CC1	2.2%
O=C(Nc1ccc(Oc2ccc(C(F)(F)F)cn2)c(Cl)c1)C1CC1	0.6%
CCOC(=O)N/N=C/c1ccc(N2CCOCC2)s1	2.5%
Cc1cc(C)cc(S(=O)(=O)c2cnc3ccccc3n2)c1	-0.3%
COc1cc(Cl)cc(/C=N/NC(N)=O)c1O	2.0%
CC(C)COC(=O)OCN1C(=O)CN(CCN2CC(=O)N(COC(=O)OCC(C)C)C(=O)C2)CC1=O	1.5%
CCN1CCN(c2cc(-c3ccccc3)nc3cc(-c4cccc(F)c4)nn23)CC1	-9.2%
COc1ccc(OC)c2[nH]c(=O)c(CCNC(=O)C(=O)c3c(C)[nH]c4ccccc34)cc12	-5.0%
C#CCOCCOCCOCCNc1nc(N2CCN(C(=O)[C@H](CCC(=O)O)n3cc(C(N)CC(C)C)nn3)CC2)nc(N2CCN(C(=O)[C@H](CCC(=O)O)n3cc(C(N)[C@H](C)CC)nn3)CC2)n1 (some centres not stated)	-14.7%[57.5 µM]
COc1ccccc1CNC(=O)C(=O)Nc1nccs1	-1.9%
Cc1ccccc1OCC(=O)N/N=C1\SCC(=O)N1Cc1ccccc1	18.1%
CC(C)[C@H](NC(N)=O)C(=O)NCCc1ccc(Cl)cc1	1.2%
COc1ccc(-c2cnc(SCC(=O)Nc3nc(C(C)(C)C)cs3)n2Cc2ccco2)cc1	-0.1%
Cc1ccccc1NC(=S)/C(=C(\[O-])c1ccc(C)c([N+](=O)[O-])c1)[n+]1ccccc1	-1.2%
N#Cc1c(NC(=S)NC(=O)c2ccccc2)sc2c1CCN(CCc1ccccc1)C2	6.7%
COc1ccc(N=Nc2[nH]c3ccc(C)cc3c2O)cc1	8.6%
COc1ccc(NC(=O)/C(C#N)=C/C=C/c2ccco2)cc1	-3.7%
O=C1NC(=O)c2cc(NC(=O)C3COc4ccccc4O3)ccc21 (configuration not stated)	-1.2%
CCOC(=O)N1CCC(NC(=O)C(NS(=O)(=O)c2ccc3c(c2)CCN3C(=O)CC)C(C)C)CC1 (configuration not stated)	1.2%[57.5 µM]
O=C(O)CC1S/C(=N/N=C/C2CC=CCC2)NC1=O (configuration not stated)	-26.1%
More structures follow:
SMILES	ERK EGF block
O=C(CCC(=O)OCc1ccc(C(=O)Oc2ccc(Cl)cc2)cc1)Nc1ccccc1	6.0%
CC(C)C1C(c2ccccc2)NC(c2ccccc2)CC1(O)c1ccc(F)cc1 (configuration not stated)	?
COc1ccc(OC)c(-n2c(=O)c3ccccc3c3ccccc3c2=O)c1	-6.1%
COc1cc(/C=N/N2CCOCC2)ccc1OC(=O)c1ccco1	-2.7%
O=C(Nc1ccccn1)c1ccc([N+](=O)[O-])o1	0.5%
CC(=O)NC(CCCNC(=S)NC1CCCCC1)C(=O)O (configuration not stated)	0.2%
COc1ccc(C2=NCCc3cc(OC)c(OC)cc32)cc1OC	-2.1%
O=C1CCC([N+](=O)[O-])C(c2cc3c(cc2Cl)OCO3)N1 (configuration not stated)	-13.2%
O=C(Nc1ccc(C(=O)N2CCOCC2)cc1)Nc1ccc(Cl)cc1Cl	-11.7%
CC(C)Cn1c(N)c(C(=O)COC(=O)c2cc(-c3ccco3)nc3ccccc23)c(=O)n(C)c1=O	8.2%
CCC(C)(C)C(=O)O[C@@H]1C[C@H](C)C=C2C=C[C@H](C)[C@@H](CC[C@H]3C[C@@H](O)CC(=O)O3)[C@H]21	0.5%[25.7 µM]
CCC(=C(CC)c1ccc(O)cc1)c1ccc(O)cc1	12.1%[25.7 µM]
COCc1nc2ccccc2n1Cc1ccccc1C	1.0%
COc1ccccc1-n1c(-c2ccccc2)n[nH]c1=S	-3.4%
CC(=O)N1CCC2(CC1)CCN(c1ccc(-c3ccccc3)cc1)CC2	?
CCCS(=O)(=O)c1c(S(=O)(=O)CCC)c2ccc(C(N)=O)cn2c1C(=O)OC	0.7%
CCC1CCCCN1C(=O)CSC1=NN2CCCC(=O)N=C2S1 (configuration not stated)	2.5%[57.5 µM]
CC/C(O)=C1\C(=O)CCCC1=NCCc1c(C)[nH]c2ccc(C)cc12	-7.3%[57.5 µM]
CCCCCCc1c(O)nc(SCCN2CCOCC2)[nH]c1=O	25.3%
CC(=O)NC(CC(=O)NC1CCCCCC1)c1ccccc1 (configuration not stated)	-0.1%
COc1ccccc1C(=O)C1CCCN(C(=O)c2cc(C(C)C)no2)C1 (configuration not stated)	-6.2%
C=CCn1c(=N)n(CC(O)COc2ccc(OC)cc2)c2ccccc21 (configuration not stated)	8.5%
CCN(CC)CCNC(=O)c1ccc(NC(=O)c2cn(-c3ccccc3)nc2-c2cccs2)cc1	30.6%
COc1ccc(C(C(=O)NCC2CCCO2)N(C(=O)CNC(=O)c2cccs2)c2ccc(NC(C)=O)cc2)cc1OC (configuration not stated)	0.5%

Four records drawn at random from the list so far:
SMILES	ERK EGF block
CC(=O)N1CCC2(CC1)CCN(c1ccc(-c3ccccc3)cc1)CC2	?
CCN(CC)CCNC(=O)c1ccc(NC(=O)c2cn(-c3ccccc3)nc2-c2cccs2)cc1	30.6%
CC/C(O)=C1\C(=O)CCCC1=NCCc1c(C)[nH]c2ccc(C)cc12	-7.3%[57.5 µM]
CCCS(=O)(=O)c1c(S(=O)(=O)CCC)c2ccc(C(N)=O)cn2c1C(=O)OC	0.7%

(continued)
SMILES	ERK EGF block
Cc1ccc2nc(SCC(=O)c3ccc4c(c3)NC(=O)CO4)[nH]c2c1	-4.3%
COc1cccc(NC(=O)COc2ccc(C)cc2)c1	0.5%
COc1ccc(SN=C2C(C)=CC(=O)C=C2C)cc1	?
Nc1n[nH]c(=S)n1-c1ccc(Cl)cc1	-1.9%[57.5 µM]
COc1ccc(C(=O)Nc2nc3ccc(S(C)(=O)=O)cc3s2)cc1	1.9%
COc1cc(C)ccc1OCCOCCOc1ccc([N+](=O)[O-])cc1	4.0%
CCOC(=O)c1sc(SC)c2c1CCC/C2=N/OC	7.2%[57.5 µM]
Cc1nnc(NC(=O)Cn2cnc3c2c(=O)n(C)c(=O)n3C)s1	-4.2%
O=C(NC(=S)NCC1CCCO1)C(c1ccccc1)c1ccccc1 (configuration not stated)	0.8%
Cc1ccc(-c2nnc(SCC(=O)NC3CCS(=O)(=O)C3)nc2-c2ccc(C)cc2)cc1 (configuration not stated)	4.2%
COc1ccc(C(=O)N2CCC[C@@]3(CCN(Cc4ccc(C#N)cc4)C3)C2)cc1	-7.2%
S=C(NCCc1ccccc1)N1CCN(C(c2ccccc2)c2ccccc2)CC1	4.9%
Nc1c(-c2ccccc2)c(CSc2nc3ccccc3[nH]2)nn1-c1cccc(Cl)c1	8.7%
NS(=O)(=O)c1cccc(NC(=O)COC(=O)C2CCN(S(=O)(=O)c3cccs3)CC2)c1	6.0%[57.5 µM]
C=CCn1c(SCC(=O)N2CCN(c3ccc(F)cc3)CC2)nnc1-c1ccco1	-5.3%
CCNS(=O)(=O)c1ccc(NC(=O)Nc2ccccc2OC)cc1	-3.1%
CCOC(=O)c1c(-c2ccccc2)csc1NC(=O)CCN1CCOCC1	8.1%
Cc1cc(/C=N/NS(=O)(=O)c2ccc(F)c(Cl)c2)no1	-6.7%[57.5 µM]
Cc1ccc(C(=O)N2CCN3C(=O)c4ccccc4C23c2ccccc2)cc1 (configuration not stated)	6.1%[57.5 µM]
CC(=O)Nc1ccc2nc(SCC(=O)NCCOc3ccccc3)sc2c1	-10.5%
CN(C)C(C)(C)C#CCCCCC#CC(C)(C)N(C)C	3.0%
CC(C(=O)NCc1ccco1)n1cc([N+](=O)[O-])cn1 (configuration not stated)	3.6%
O=C(/C=C/c1ccccc1Cl)NCc1cccs1	5.6%
CCc1ccc(NC(=O)C(=O)NCCN2CCN(Cc3ccc([N+](=O)[O-])cc3)CC2)cc1	-9.6%
CCOc1ccc(NC(=S)NC(C)CCc2ccccc2)cc1 (configuration not stated)	?
CC(C)(C)N(NC(=O)Nc1ccc(F)cc1)C(=O)c1ccccc1	0.7%
CCN(CC)C(=O)Oc1ccnc2cc(Cl)ccc12	-4.2%
O=C(c1ccc(Cl)cc1)N1N=C(c2ccccn2)CC1(O)C(F)(F)F (configuration not stated)	2.9%[57.5 µM]
O=C(NC(Cc1c[nH]c2ccccc12)C(=O)N/N=C/c1cccnc1)c1cccs1 (configuration not stated)	-9.9%
COc1ccc(NC(=O)CCn2cccc2)c(OC)c1	0.1%
c1cnc2ccc(C(c3nnnn3C3CCCC3)N3CCSCC3)cc2c1 (configuration not stated)	-0.1%
COc1cc(/C=N/NC(=O)CCn2c3ccccc3c3ccccc32)cc(OC)c1OC	?
CCOCCCNC(=S)Nc1ccc2nc3n(c(=O)c2c1)CCCCC3	4.6%

Structures above that contain a nitro group on carbon (14):
SMILES	ERK EGF block
Cc1nn(Cc2c(F)cccc2Cl)c(C)c1[N+](=O)[O-]	-4.5%
Nc1ncnc(NNC(=O)CNC(=O)c2c(F)cccc2Cl)c1[N+](=O)[O-]	-3.1%
COc1cc(C(=O)NC(CCSC)C(=O)OCc2cc([N+](=O)[O-])cc3c2OCOC3)cc(OC)c1OC (configuration not stated)	12.8%
O=C(O)c1cc([N+](=O)[O-])ccc1NCCc1ccccc1	5.4%[57.5 µM]
N/C(=N/OCc1cccc([N+](=O)[O-])c1)c1nonc1N	2.0%
CCC(=O)c1ccc(Oc2ccc(C(=O)c3ccc(C)cc3)cc2[N+](=O)[O-])cc1	?
O=Cc1cccn1-c1cccc([N+](=O)[O-])c1	5.1%
Cc1cc(Nc2ccccc2)c2c([N+](=O)[O-])ccc(C)c2n1	7.1%
Cc1ccccc1NC(=S)/C(=C(\[O-])c1ccc(C)c([N+](=O)[O-])c1)[n+]1ccccc1	-1.2%
O=C(Nc1ccccn1)c1ccc([N+](=O)[O-])o1	0.5%
O=C1CCC([N+](=O)[O-])C(c2cc3c(cc2Cl)OCO3)N1 (configuration not stated)	-13.2%
COc1cc(C)ccc1OCCOCCOc1ccc([N+](=O)[O-])cc1	4.0%
CC(C(=O)NCc1ccco1)n1cc([N+](=O)[O-])cn1 (configuration not stated)	3.6%
CCc1ccc(NC(=O)C(=O)NCCN2CCN(Cc3ccc([N+](=O)[O-])cc3)CC2)cc1	-9.6%
